# Source: PubChem BioAssay (National Center for Advancing Translational Sciences (NCATS))
# Giardia kill = Small Molecules that selectively kill Giardia lamblia: qHTS; Giardia lamblia trophozoite viability; activity change, % at 7.66 µM, hits read low; 340,000 tested, 0.15% active; AID 540267, 2011; in the data active means activity change below about -80%; inconclusive means between about -30% and that limit;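 further: parasites exposed to compound for two days anaerobically before the ATP read; on the % scale 0 is the no-effect control and ±100 the full control effect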
#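 Killing of trophozoites was scored by loss of ATP luminescence after a 48 hrs anaerobic exposure to compounds at 37 deg C, using 100 cells per well.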
# FLuc counter = qHTS profiling assay for firefly luciferase inhibitor/activator using purifed enzyme and Km concentrations of substrates (counterscreen for miR-21 project). AID 588342, 2011. Luciferin 4-monooxygenase (Photinus pyralis), P08659. Potency, µM (top dose mostly 57.5 µM), inactives show top-dose activity change, negative = inhibition, most hits filed as inhibitors. purified FLuc, Km substrates, luminescence inhibition. 360,000 tested, 6.9% active;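 further: potency means the concentration at half of the fitted maximal effect; plate controls were vehicle for no effect and reference inhibitor for full effect; nearly all actives have a fitted effect of over 55% in size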
# Target sequence (P08659 whole entry, looked up): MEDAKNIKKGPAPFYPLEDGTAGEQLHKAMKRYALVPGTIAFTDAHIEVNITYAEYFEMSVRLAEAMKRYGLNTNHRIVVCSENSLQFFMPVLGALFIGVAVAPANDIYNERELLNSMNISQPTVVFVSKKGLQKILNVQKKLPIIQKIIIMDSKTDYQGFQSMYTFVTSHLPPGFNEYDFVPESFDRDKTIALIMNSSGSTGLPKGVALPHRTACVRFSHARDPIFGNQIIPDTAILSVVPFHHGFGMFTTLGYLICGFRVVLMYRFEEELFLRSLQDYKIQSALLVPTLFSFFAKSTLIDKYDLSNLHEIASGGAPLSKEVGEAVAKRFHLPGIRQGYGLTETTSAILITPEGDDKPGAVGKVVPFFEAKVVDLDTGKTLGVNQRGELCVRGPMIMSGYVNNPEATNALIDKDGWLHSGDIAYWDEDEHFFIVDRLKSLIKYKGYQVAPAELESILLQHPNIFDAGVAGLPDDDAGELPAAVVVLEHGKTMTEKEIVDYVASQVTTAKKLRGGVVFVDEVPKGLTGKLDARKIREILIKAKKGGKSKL
#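 Purified P. pyralis luciferase, 10 nM final, with Km-level 10 uM D-luciferin and 10 uM ATP in 50 mM Tris acetate pH 7.5, 10 mM Mg acetate, 0.01% Tween-20, 0.05% BSA; 6-point qHTS titration about 60 µM downward; luminescence read.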
# Menin-MLL TR inh = qHTS Assay for Inhibitors Targeting the Menin-MLL Interaction in MLL Related Leukemias: Competition With Texas Red Labeled MLL-derived Mutant Peptide. O00255. Menin + Texas Red MLL mutant peptide, fluorescence polarization. Potency, µM (titrated, usually from 61.6 µM), for inactives: at the highest dose FP activity change, negative = inhibition, hits mostly inhibitors. 270,000 tested, 0.23% active; active means well fitted inhibition curve with a large enough effect in the polarisation, with a control signal flat, not every such curve was filed as active; inconclusive means small, poorly fitted or top-dose-only effect, or effect the other way, or a change in a side signal; inactive means no such curve, though single readings can be large or run the other way; the % refers to the polarisation; further: potency means the concentration at half of the fitted maximal effect; % of control where 0% means no effect; many of its hits are not listed in these tables
# ELG1 genotoxic = qHTS screen for small molecules that induce genotoxicity in human embryonic kidney (HEK293T) cells expressing luciferase-tagged ELG1. Potency, µM (doses to about 46 µM), inactives show at the top dose activity change, positive = activation, most hits filed as activators. HEK293T ELG1-luciferase reporter, luminescence, 16 h. 330,000 tested, 1.3% active; further: potency means the concentration at half of the fitted maximal effect; % of control where 0% means no effect; nearly all actives have a fitted effect of over 60% in size
#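 HEK293T cells expressing luciferase-tagged ELG1 were treated with compound or DMSO for 16 hr at 37°C. Luciferase activity was then read after 30 min with ONE-Glo at room temperature; rising signal flags genetic stress.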
# PKM2 activator = qHTS Assay for Activators of Human Muscle isoform 2 Pyruvate Kinase | 260,000 tested, 0.34% active | Pyruvate kinase PKM (Homo sapiens), P14618 | purified PKM2, Kinase-Glo ATP luminescence, activation; response scale: 0% is enzyme alone, no compound | AID 1631, 2009 | Potency, µM (top dose mostly 57.5 µM), without a hit: top-dose activation, hits mostly activators; further: potency means the concentration at half of the fitted maximal effect; on the % scale 0 is the no-effect control and ±100 the full control effect; nearly all actives have a fitted effect of over 55% in size
# Target sequence (P14618 whole entry, looked up, canonical isoform): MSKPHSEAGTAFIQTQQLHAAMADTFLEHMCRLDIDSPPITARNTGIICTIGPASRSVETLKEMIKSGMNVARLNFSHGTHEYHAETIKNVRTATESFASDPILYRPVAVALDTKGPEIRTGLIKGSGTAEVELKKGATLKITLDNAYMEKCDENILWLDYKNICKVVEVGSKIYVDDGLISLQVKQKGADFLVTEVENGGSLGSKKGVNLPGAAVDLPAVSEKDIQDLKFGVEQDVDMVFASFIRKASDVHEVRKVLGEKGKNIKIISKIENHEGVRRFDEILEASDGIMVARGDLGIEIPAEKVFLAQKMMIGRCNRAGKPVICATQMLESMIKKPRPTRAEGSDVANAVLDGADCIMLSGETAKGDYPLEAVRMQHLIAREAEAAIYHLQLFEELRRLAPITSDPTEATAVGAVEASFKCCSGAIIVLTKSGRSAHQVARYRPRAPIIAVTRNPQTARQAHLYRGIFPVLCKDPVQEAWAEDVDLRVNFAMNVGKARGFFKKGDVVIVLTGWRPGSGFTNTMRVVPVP
#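 Purified hPK-M2 (>95%) run at intermediate activity with 0.1 mM ADP and 0.5 mM PEP in 50 mM imidazole pH 7.2, KCl, MgCl2; 1 h room temperature. ATP formed read by Kinase-Glo luminescence; normalized to uninhibited and no-enzyme controls.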
# BRCA1 expr act = qHTS Assay to Identify Small Molecule Activators of BRCA1 Expression | MCF7-BRCA1-FFLuc reporter, luminescence, 48 h; response scale: scaled: vehicle 0%, 10 µM genistein 100% | Potency, µM (doses to about 46.1 µM), inactives show top-dose activation, most hits filed as activators | 380,000 tested, 1.1% active | AID 624202, 2012; further: potency means the concentration at half of the fitted maximal effect; nearly all actives have a fitted effect of over 80% in size; some results filed as inactive show a strong effect at the top dose
#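 First, MCF7-BRCA1-FFLuc cells (2000/well) attach for 2 h; next, compounds are pin-added and incubated 48 h at 37 °C; finally, luciferase reagent is added and luminescence read after 15 min.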
# RORgamma inh = qHTS for inhibitors of ROR gamma transcriptional activity; AID 2551, 2010; Nuclear receptor ROR-gamma (Mus musculus), P51450; 310,000 tested, 5.4% active; Potency, µM (top dose mostly 53.6 µM), for the others: at the highest dose activity change, negative = inhibition, actives largely listed as inhibitors; Drosophila S2 Gal4-RORgamma UAS-luciferase reporter, 20 h; further: potency means the concentration at half of the fitted maximal effect; on the % scale 0 is the no-effect control and ±100 the full control effect; nearly all actives have a fitted effect of over 60% in size
#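 Luciferase reporter read in Schneider cells carrying Gal4-RORγ (mouse) and UAS-Photinus luciferase; cells given compound 1 h before 700 uM copper sulfate induction, then incubated 20 h at ambient temperature.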
# p53 reactivation = qHTS assay for re-activators of p53 using a Luc reporter; H1299 p53-A138V BP100-luciferase reporter, luminescence, 24 h; Potency, µM (top dose mostly 92.2 µM), for inactives: at the top dose activity change, positive = activation, most hits filed as activators; 320,000 tested, 0.063% active; further: potency means the concentration at half of the fitted maximal effect; % of control where 0% means no effect; nearly all actives have a fitted effect of over 45% in size
#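 p53-null H1299 cells stably carrying temperature-sensitive p53-A138V and a BP100-luciferase reporter were pinned with compounds (4-point, 1:5 series) and held 24 hrs at 37 deg C. Luminescence was read 10 min after detection reagent.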
# Rab9 promoter act = qHTS Assay for Rab9 Promoter Activators; 320,000 tested, 2.8% active; Potency, µM (titrated, usually from 9.22 µM), without a hit: at the top dose activation, negative = inhibition, usual class: activators; Huh7 Rab9 promoter-luciferase reporter, luminescence, 24 h; AID 485297, 2010; further: potency means the concentration at half of the fitted maximal effect; % of control where 0% means no effect; nearly all actives have a fitted effect of over 60% in size
#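 Quantitative HTS format; Huh7 Rab9-luciferase reporter cells (1500/well) receive compound 2 h post-plating, incubate 24 h at 37 °C, then get luciferase reagent for 10 min before luminescence reading.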
# NPC1 prom act = qHTS Assay for NPC1 Promoter Activators | AID 485313, 2010 | Potency, µM (highest dose often 9.22 µM), for inactives: top-dose activation, most hits filed as activators | Huh7 NPC1 promoter luciferase reporter, 24 h | 320,000 tested, 2.4% active;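 further: potency means the concentration at half of the fitted maximal effect; % of control where 0% means no effect; nearly all actives have a fitted effect of over 60% in size; reporter is driven by a mutant NPC1 promoter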
#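 Stably transfected Huh7 (NPC1 promoter→luciferase), 1500 cells/well in Opti-MEM + 10% FBS, 2 h settle, then compound 24 h at 37 °C. Luminescence after 10 min with Amplite reagent.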
# VP16 counter = VP16 counterscreen qHTS for inhibitors of ROR gamma transcriptional activity. Drosophila S2 Gal4-VP16 UAS-luciferase, luminescence, 20 h. Potency, µM (top dose mostly 53.6 µM), for the others: at the highest dose activity, negative = inhibition, actives largely listed as inhibitors. 310,000 tested, 3.5% active;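 further: Gal4-VP16 expression switched on by copper sulfate through the metallothionein promoter; potency means the concentration at half of the fitted maximal effect; on the % scale 0 is the no-effect control and ±100 the full control effect; nearly all actives have a fitted effect of over 50% in size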
# The depositor's hits bear a star; ? = inconclusive; . = not tested or not shown; [ ] = dose if it differs, or a comment. Unless noted, the call rests on the fitted dose curve; in most records, active means well fitted curve in the direction sought with a large enough effect; inconclusive means small, poorly fitted or top-dose-only effect, or another doubt; inactive means no such curve, though single readings can be large; an effect the other way counts as inactive or inconclusive. The list is partial (hit frequency here may not be typical).
SMILES,Giardia kill,FLuc counter,Menin-MLL TR inh,ELG1 genotoxic,PKM2 activator,BRCA1 expr act,RORgamma inh,p53 reactivation,Rab9 promoter act,NPC1 prom act,VP16 counter
COc1ccc(Cn2c(C)c(C)c(C#N)c2NC(=O)Nc2ccc(Cl)cc2)cc1,14,0%,?,1%,-6%,-28%,-28%,2%,-2%,-3%,-16%
CCOc1cccc(-c2nnc3sc(-c4cc(OC)c(OC)cc4OC)nn23)c1,.,0%,15%,4%,-1%,.,15%,0%,-2%,-1%,-5%
Cc1ccccc1NCCC(=O)Nc1ccc(F)cc1,2,-4%,?,0%,0%,-1%,4%,11%,1%,2%,?
Cc1cccc2cc(CNCC3CCCO3)c(Cl)nc12 (centres undefined),1,-4%,-11%,-1%,-3%,42%,9%,-2%,-7%,1%,-4%
COc1ccc(C(=O)COC(=O)CNC(=O)c2cccs2)cc1Br,0,0%,1%,1%,2%,-4%,-7%,1%,-1%,-2%,-9%
O=C(O)C(Cc1ccccc1)N=Cc1c(O)c2ccccc2oc1=O (centres undefined),-8,?,-6%,-15%,3%,-26%,-1%,-4%,-1%,-3%,-3%
CSc1nc(Oc2ccc(=O)n(C)n2)nc(N(C)C)n1,-4,3%,-6%,5%,0%,45%,-25%,-2%,-2%,-3%,-12%
O=C(CCc1nc2ccccc2s1)OCc1ccccc1F,-10,-18%,?,4%,-4%,23%,?,-8%,-2%,0%,1%
CCN(CC)S(=O)(=O)c1ccc(NN=c2c(=O)c3ccccc3c2=O)cc1,7,4%,.,0%,-4%,2%,1%,-3%,-6%,0%,6%
CNC(=S)N1N=C(c2ccc(C)cc2)CC1c1ccc(OC)c(OC)c1 (centres undefined),0,-1%,9%,11%,17%,-8%,-28%,2%,1%,0%,-5%
CCOC(=O)CNC(=O)CN1C(=O)CCSc2ccccc21,7,6%,4%,-2%,7%,0%,36%,-1%,-7%,0%,16%[0.365 µM]
CC(=O)Oc1ccc(-c2cccc(C(=O)OCC(=O)Nc3ccccc3Oc3ccccc3)c2)cc1,12,3%,-1%,-2%,-1%,-62%,-2%,-3%,2%,1%,-11%
COc1ccccc1N1CCN(C(=O)c2cc(-c3ccccc3O)on2)CC1,-15,-10%,37%[activator],22%,0%,55%,?,19%,3%,12%,-3%
Cc1c(C(=O)N2CCC(n3nccc3NC(=O)C3CC3)CC2)[nH]c2ccc(Cl)cc12,-7,-2%,.,-9%,.,6%,?,-1%,-1%,-1%,-10%
COc1cccc(NC(=O)CSc2nnc(NC(=O)C3CCC3)s2)c1,5,1%,?,0%,?,-7%,-16%,-2%,1%,-1%,-5%
O=C(NCc1ccc(Cl)cc1)C1CC(O)CN1S(=O)(=O)c1ccc(Cl)cc1 (centres undefined),-12,-1%,7%,-2%,.,-20%,12%,1%,-7%,1%,4%
COc1ccc2oc(=O)c(-c3nnc(NCc4ccco4)s3)cc2c1,-25,-4%,23%,?,1%,-7%,18%,45%,8%,2%,11%
CNC(C)C#Cc1c(-c2cc(OC)c(OC)c(OC)c2)noc1C (centres undefined),2,0%,-20%,9%,0%,-52%,-3%,.,-1%,-4%,-10%
CCOc1cc(Cl)c(S(=O)(=O)NCc2cccnc2)cc1Cl,-2,-5%,-1%,-6%,0%,-19%,?,17%,-17%,-6%,2%
CN(CC(=O)Nc1ccc(S(=O)(=O)N2CCCC2)cc1)Cc1cccc(Cl)c1Cl,24,4%,11%,-9%,3%,-45%,-10%,-8%,-4%,1%,-10%
CC1CCN(C(=O)CCNS(=O)(=O)c2ccc(Br)cc2)CC1,-7,3%,.,-1%,.,-8%,.,2%,-5%,-1%,.
CCc1ccccc1NC(=O)CNC(=O)CNC(=O)C1CCCCC1,15,8%,.,1%,.,-4%,.,13%,0%,-1%,.
Cc1cccc(N(CC(O)CN(C)C)S(=O)(=O)c2ccccc2)c1 (centres undefined),0,-2%,-15%,0%,8%,0%,-3%,-5%,-2%,-1%,3%
CN1C(C(=O)NCc2cccc(C(F)(F)F)c2)CC2Cn3c(nc4ccccc43)C21 (centres undefined),-9,1%,.,-3%,-1%,-6%,36%,0%,-10%,-2%,-13%
Cc1ccc(S(=O)(=O)N2CCN(C(=O)C(Cc3ccccc3)NC(=O)c3ccccc3)CC2)cc1 (centres undefined),24,1%,.,1%,.,-3%,.,11%,3%,-4%,.

# Limited to NPC1 prom act, for some of the entries so far:
smiles,NPC1 prom act
Cc1cccc(N(CC(O)CN(C)C)S(=O)(=O)c2ccccc2)c1 (centres undefined),-1%
O=C(CCc1nc2ccccc2s1)OCc1ccccc1F,0%
CCOC(=O)CNC(=O)CN1C(=O)CCSc2ccccc21,0%

# (list continues)
SMILES,Giardia kill,FLuc counter,Menin-MLL TR inh,ELG1 genotoxic,PKM2 activator,BRCA1 expr act,RORgamma inh,p53 reactivation,Rab9 promoter act,NPC1 prom act,VP16 counter
Cc1[nH]c(=O)[nH]c(=O)c1NC(=O)c1cccs1,21,2%,39%[activator],-6%,2%,3%,14%,-6%,0%,-1%,5%
COc1ccc(/C=C/C(=O)NC(C)C)cc1Br,-18,-14%,-10%,17%,13%,1%,?,-2%,-7%,0%,8%[0.365 µM]
Cn1c(=O)n(C)c2cc(S(=O)(=O)O)ccc21,0,0%,13%,0%,-24%,9%,-17%,2%,0%,-12%,-4%
CCN(Cc1ccccc1)S(=O)(=O)c1cc2[nH]c(=O)c(=O)[nH]c2cc1C,16,-1%,1%,-1%,-5%,19%,-24%,2%,0%,-6%,-5%
COCCNC(=O)c1ccc2c(=O)n(CCOC)c(=O)[nH]c2c1,-9,0%,-19%,-3%,-1%,0%,-1%,-10%,-1%,-4%,-1%
COc1ccc(C(=O)NCc2c(C)oc(C)c2C(=O)O)cc1,-8,1%,1%,2%,-2%,-1%,-33%[1.91 µM],.,-1%,-1%,4%
O=C(O)C1CC(=O)N(C2CCCCC2)C1c1ccccc1 (centres undefined),-8,0%,9%,0%,-4%,10%,18%,-3%,1%,0%,0%
Cc1cc2n(n1)C(c1ccc3c(c1)OCO3)Nc1ccccc1-2 (centres undefined),-2,?,16%,0%,19%,-5%,12%,-6%,19%,3%,3%
CCOc1ccc2[nH]c(=O)c(CN(CC3CCCN3CC)C(=O)NCc3ccccc3)cc2c1 (centres undefined),6,0%,?,1%,-4%,-6%,2%,-4%,4%,-3%,-2%
Cc1nc(SCC(=O)c2ccccc2)c(C#N)c(-c2ccco2)c1C(=O)NCc1ccco1,4,-6%,?,-1%,25µM*,-39%,5.6µM*,7%,1%,-7%,5µM*
Cc1ccc(NC(=O)COC(=O)CNC(=O)c2ccc(Cl)cc2Cl)cc1S(=O)(=O)N1CCOCC1,-15,0%,.,12%,.,0%,.,3%,0%,0%,.

# Single entries from the list.
# In RORgamma inh, Cc1[nH]c(=O)[nH]c(=O)c1NC(=O)c1cccs1 has 14%
# In p53 reactivation, COCCNC(=O)c1ccc2c(=O)n(CCOC)c(=O)[nH]c2c1 has -10%
# In ELG1 genotoxic, CCOc1ccc2[nH]c(=O)c(CN(CC3CCCN3CC)C(=O)NCc3ccccc3)cc2c1 (centres undefined) has 1%
# In NPC1 prom act, Cc1ccc(NC(=O)COC(=O)CNC(=O)c2ccc(Cl)cc2Cl)cc1S(=O)(=O)N1CCOCC1 has 0%
# In PKM2 activator, Cc1nc(SCC(=O)c2ccccc2)c(C#N)c(-c2ccco2)c1C(=O)NCc1ccco1 has 25µM*
